High-throughput results (PubChem BioAssay)
FLuc stim CS: FLuc activators, initial screening, artefact control for FLuc-dependent activation tests, biochemical, ATPlite luminescence; ATPlite luciferase biochemical, 10 min; 0 = ATP-free wells, 1 = DMSO control; Luciferin 4-monooxygenase (Photinus pyralis), P08659; AID 1027, 2008; 200,000 tested, under 10 active; activation factor at 10 µM;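 active = luciferase activation factor, scaled between plate controls, of at least 2 with compound at 10 µM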
Target sequence (P08659 whole entry, looked up): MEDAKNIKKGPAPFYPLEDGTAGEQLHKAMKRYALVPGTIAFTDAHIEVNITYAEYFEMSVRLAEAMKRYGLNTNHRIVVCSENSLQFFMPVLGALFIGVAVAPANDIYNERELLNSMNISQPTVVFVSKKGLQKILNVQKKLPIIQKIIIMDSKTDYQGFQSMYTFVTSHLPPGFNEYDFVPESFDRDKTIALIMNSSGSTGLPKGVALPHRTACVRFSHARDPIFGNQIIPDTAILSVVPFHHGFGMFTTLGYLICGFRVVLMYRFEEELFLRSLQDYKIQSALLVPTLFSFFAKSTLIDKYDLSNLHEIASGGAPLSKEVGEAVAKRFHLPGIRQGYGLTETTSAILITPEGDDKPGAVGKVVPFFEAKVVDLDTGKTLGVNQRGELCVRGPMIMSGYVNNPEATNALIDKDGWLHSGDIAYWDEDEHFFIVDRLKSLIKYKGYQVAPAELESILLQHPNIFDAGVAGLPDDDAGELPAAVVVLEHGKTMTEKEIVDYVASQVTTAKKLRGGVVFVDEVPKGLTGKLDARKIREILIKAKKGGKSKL
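Material: luciferase plus luciferin reagent, cell-free. Medium: PBS buffer for ATP. Also added: ATP substrate, dispensed from a 10.24 µM working solution in PBS. Doses: test compounds dosed from 2 mM stocks in 100% DMSO. Incubation: 10 min post-reagent at room temperature. Technique: light output (luminescence). Read-out basis: luminescence gain marking luciferase activators.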
G6PDH counter: L. mesenteroides G6PDH inhibitors, counter-screen for G6PDH-coupled screening assays, biochemical, Leuconostoc mesenteroides enzyme; glucose-6-phosphate dehydrogenase [Leuconostoc mesenteroides]; Purified L. mesenteroides G6PDH, diaphorase/resazurin coupled fluorescence, 45 min; inhibition, % at 5 µM; 200,000 tested, 0.12% active; in the data active = inhibition above about 50%
HMGR II inh: inhibitors of E. faecalis class II HMGR, primary screen, biochemical, Enterococcus faecalis; purified E. faecalis HMGR, NADPH absorbance 340 nm kinetic; inhibition, % at 10 µM; 190,000 tested, 0.41% active; AID 1066, 2008;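 active = inhibition above a set limit, the median over all tested compounds plus 3 SD, cut at about 9.5% in these data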;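 also: enzyme runs in reverse so mevalonate oxidation gives rising NADPH absorbance; 0% = complete reaction with DMSO and 100% = background rate lacking mevalonate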
TNAP inh noacc: human TNAP enzyme inhibitors, primary screen, biochemical, luminescent, no phosphate acceptor, uHTS; Alkaline phosphatase, tissue-nonspecific isozyme (Homo sapiens), P05186; purified TNAP, CDP-star luminescence, 30 min; inhibition, % at 20 µM; 200,000 tested, 0.26% active;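 active = tissue-nonspecific alkaline phosphatase inhibition above about 50% at 20 µM in the single-dose screen, limit read from the data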;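 also: 0% = DMSO negative control and 100% = EDTA positive control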
Diaph inh CS: diaphorase inhibitors and chemical oxidizers, primary screen, counter-screen for diaphorase-coupled primary assays, biochemical, uHTS, resorufin fluorescence; inhibition, % at 20 µM; AID 1217, 2008; 190,000 tested, 0.69% active; diaphorase resazurin-to-resorufin fluorescence, NADH, 16 min; bacterial (C. kluyveri) enzyme, not human;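 active = primary screen inhibition at 20 µM above a set limit, cut at about 50% in these data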;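 also: plate controls were DMSO with full reaction for no effect and wells lacking NADH for full effect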
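material = Clostridium kluyveri diaphorase enzyme | amount = 0.14 U/mL diaphorase, enzyme working solution | schedule = incubation 16 min, room temperature | detection = fluorescence of resorufin formed from resazurin, Ex 544/Em 590 nm | benchmarks = positive control minus NADH, DMSO neutral control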
PMI act satM6P: human PMI activators, high substrate, primary screen, biochemical, fluorescence intensity, near-saturating mannose 6-phosphate | coupled PMI enzyme assay, resazurin fluorescence, 20 min; active compounds read high; 1 = untreated enzyme, 0 = substrate-free blank | activation factor at 20 µM | 190,000 tested, 0.34% active;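 active = activation factor of 2 or more at 20 µM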
Target sequence (P34949 whole entry, looked up): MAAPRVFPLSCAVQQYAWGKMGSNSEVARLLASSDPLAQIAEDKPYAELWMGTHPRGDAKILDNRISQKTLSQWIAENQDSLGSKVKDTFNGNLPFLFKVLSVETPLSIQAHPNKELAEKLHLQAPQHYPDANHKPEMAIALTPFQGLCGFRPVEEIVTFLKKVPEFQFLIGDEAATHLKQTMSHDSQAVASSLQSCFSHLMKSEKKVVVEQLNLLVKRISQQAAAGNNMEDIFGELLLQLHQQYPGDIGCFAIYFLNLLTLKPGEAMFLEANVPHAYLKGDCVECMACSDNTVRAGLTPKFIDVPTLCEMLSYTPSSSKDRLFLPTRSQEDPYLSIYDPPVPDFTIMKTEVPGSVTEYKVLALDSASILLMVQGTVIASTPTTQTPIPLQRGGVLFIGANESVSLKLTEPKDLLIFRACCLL
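Material: human phosphomannose isomerase with PGI, G6PDH, diaphorase coupling enzymes / Reagent: Man-6-P substrate 1.0 mM / Dosing: single compound dose of 20 µM, 1% DMSO final / Incubation: enzyme reaction with compound 20 min at room temperature / Signal: resorufin fluorescence (Ex 544/Em 590 nm) from resazurin via diaphorase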
Diaph act CS: compounds boosting diaphorase resazurin reduction – biochemical, uHTS, resorufin fluorescence, counter-screen for diaphorase-coupled primary assays, primary screen. Diaphorase/resazurin coupled assay, 16 min; active compounds read high; 1 = vehicle wells, 0 = NADH-free wells. activation factor at 20 µM. 190,000 tested, 0.005% active. AID 1229, 2008;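 active = diaphorase activity raised at least twofold by the compound at 20 µM; inactive = activation factor below 2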
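Material: Clostridium kluyveri diaphorase, purified enzyme; Quantity: enzyme 0.07 U/mL final; Medium: HEPES pH 7.4 buffer with MgCl2 and Tween 20; Dosing: single compound dose of 20 µM, 1% DMSO final; Schedule: 16 min reaction at room temperature; Measured by: red resorufin fluorescence at 544/590 nm excitation/emission.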
TNAP act hi DEA: TNAP activators at high phosphate acceptor level, primary screen, biochemical, luminescence, uHTS; purified TNAP, CDP-star luminescence, 1 M DEA, 30 min; active compounds read high; 0 = EDTA background, 1 = DMSO-only activity; Alkaline phosphatase, tissue-nonspecific isozyme (Homo sapiens), P05186; AID 1136, 2008; 200,000 tested, under 10 active; activation factor at 20 µM;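 active = activation factor at least 2 at 20 µM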
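Test system – human TNAP · Doses – 20 µM single point · Incubation – 30 min, room temperature · Signal – luminescent substrate turnover signal · Read-out basis – activation factor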
PMI activator: activators of human PMI, primary screen, biochemical, fluorescence intensity, near-Km mannose 6-phosphate; purified human PMI, coupled resazurin fluorescence, 20 min; active compounds read high; 1 = vehicle control, 0 substrate-free wells; activation factor at 20 µM; 190,000 tested, 0.005% active; AID 1214, 2008;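 active = activation factor of 2 or more at 20 µM, relative to plate controls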
TNAP inh hiacc: human TNAP enzyme inhibitors, primary screen, biochemical, luminescent, high phosphate acceptor level, uHTS. Alkaline phosphatase, tissue-nonspecific isozyme (Homo sapiens), P05186. purified TNAP, CDP-star luminescence, 1 M DEA. inhibition, % at 20 µM. 200,000 tested, 0.03% active. AID 1135, 2008;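 active = over 50% inhibition of tissue-nonspecific alkaline phosphatase at 20 µM in the single-dose screen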;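 also: plate controls were DMSO wells for no effect and EDTA-quenched wells as full inhibition for full effect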
* marks the source's active call; other numbers are inactive results.

Start of the data: the first 2 compounds, to show the layout:
`CC(C)(C)N1CC2([N+](=O)[O-])CN(C(C)(C)C)CC([N+](=O)[O-])(C1)C2` gave FLuc stim CS 1, G6PDH counter 5.4, HMGR II inh -0.9, TNAP inh noacc -1.4, Diaph inh CS 3.5, PMI act satM6P 0.9, Diaph act CS 1, TNAP act hi DEA 1, PMI activator 0.9 and TNAP inh hiacc -1.3.
CN(C)CCOCCP(=O)(c1ccccc1)c1ccccc1 was read as FLuc stim CS 1, G6PDH counter 4.4, HMGR II inh 1.9, TNAP inh noacc -8.4, Diaph inh CS 9.1, PMI act satM6P 1, Diaph act CS 0.9, TNAP act hi DEA 1, PMI activator 1 and TNAP inh hiacc -1.6.

Main list, from the start:
`CC(C)(C)N1CC2([N+](=O)[O-])CN(C(C)(C)C)CC([N+](=O)[O-])(C1)C2` gave FLuc stim CS 1, G6PDH counter 5.4, HMGR II inh -0.9, TNAP inh noacc -1.4, Diaph inh CS 3.5, PMI act satM6P 0.9, Diaph act CS 1, TNAP act hi DEA 1, PMI activator 0.9 and TNAP inh hiacc -1.3.
CN(C)CCOCCP(=O)(c1ccccc1)c1ccccc1 was read as FLuc stim CS 1, G6PDH counter 4.4, HMGR II inh 1.9, TNAP inh noacc -8.4, Diaph inh CS 9.1, PMI act satM6P 1, Diaph act CS 0.9, TNAP act hi DEA 1, PMI activator 1 and TNAP inh hiacc -1.6.
For COc1ccc(C2CC23N=C(c2ccccc2)OC3=O)cc1 (stereo not drawn) the results were FLuc stim CS 1, G6PDH counter 3.7, HMGR II inh -2.9, TNAP inh noacc -8.7, Diaph inh CS 12.0, PMI act satM6P 1, Diaph act CS 0.9, TNAP act hi DEA 1, PMI activator 1 and TNAP inh hiacc -4.1.
Screening Cc1c(-c2ccccc2)oc2c(C(=O)OCC(=O)Nc3ccc(F)cc3)cccc2c1=O returned FLuc stim CS 1, G6PDH counter 18.2, HMGR II inh 0.5, TNAP inh noacc -8.2, Diaph inh CS 9.8, PMI act satM6P 1, Diaph act CS 0.9, TNAP act hi DEA 1, PMI activator 0.9 and TNAP inh hiacc 3.1.
CCC(C)NC(=O)CSc1nc2ccccc2c(=O)n1CCCC(=O)NCC1CCCO1 (stereo not drawn) was read as FLuc stim CS 1.1, G6PDH counter 11.3, HMGR II inh -3.8, TNAP inh noacc 4.1, Diaph inh CS 1.3, PMI act satM6P 1, Diaph act CS 1, TNAP act hi DEA 1, PMI activator 1.1 and TNAP inh hiacc -4.8.
Screening O=C(COC(=O)CSCC(=O)N1CCCCC1)Nc1ccc(Cl)cc1 returned FLuc stim CS 1.1, G6PDH counter 6.5, HMGR II inh -0.3, TNAP inh noacc -14.1, Diaph inh CS 24.1, PMI act satM6P 0.9, Diaph act CS 0.8, TNAP act hi DEA 1.1, PMI activator 0.9 and TNAP inh hiacc -8.9.
Screening CCn1c(/C=C/c2ccc([N+](=O)[O-])o2)nc2ccccc2c1=O returned FLuc stim CS 1.1, G6PDH counter 1.3, HMGR II inh -2.9, TNAP inh noacc -2.4, Diaph inh CS 17.6, PMI act satM6P 1, Diaph act CS 0.8, TNAP act hi DEA 1, PMI activator 1 and TNAP inh hiacc 0.7.
For CNc1ccc(/C=C2\COc3ccccc3C2=O)cc1[N+](=O)[O-] the results were FLuc stim CS 0.9, G6PDH counter -2.5, HMGR II inh -2.3, TNAP inh noacc 5.6, Diaph inh CS 4.9, PMI act satM6P 1, Diaph act CS 1, TNAP act hi DEA 0.9, PMI activator 1 and TNAP inh hiacc 10.3.
O=C(Nc1ccc(S(=O)(=O)N2CCCCC2)cc1)c1ccncc1 was read as FLuc stim CS 1, G6PDH counter 6.0, HMGR II inh -5.9, TNAP inh noacc -4.1, Diaph inh CS 16.8, PMI act satM6P 0.9, Diaph act CS 0.8, TNAP act hi DEA 1, PMI activator 1 and TNAP inh hiacc 0.1.
Screening CCOC(=O)C1CCCCN1C(=O)CCc1c(C)nc2cc(-c3ccccc3)nn2c1C (stereo not drawn) returned FLuc stim CS 1, G6PDH counter 3.6, HMGR II inh -2.8, TNAP inh noacc -4.1, Diaph inh CS 15.5, PMI act satM6P 0.8, Diaph act CS 0.8, TNAP act hi DEA 1, PMI activator 0.8 and TNAP inh hiacc -3.8.
For O=C(Nc1nc(=O)c2ccccc2s1)c1ccccc1 the results were FLuc stim CS 0.4, G6PDH counter -19.8, HMGR II inh -4.2, TNAP inh noacc -2.4, Diaph inh CS 8.4, PMI act satM6P 1.3, Diaph act CS 0.9, TNAP act hi DEA 1, PMI activator 1.1 and TNAP inh hiacc -3.3.
COc1cc(/C=C/C(=O)Nc2nnc(CC(C)(C)C)s2)cc(OC)c1OC was read as FLuc stim CS 1, G6PDH counter 9.5, HMGR II inh -0.5, TNAP inh noacc -10.1, Diaph inh CS 2.6, PMI act satM6P 1, Diaph act CS 1, TNAP act hi DEA 1, PMI activator 0.7 and TNAP inh hiacc 2.3.
For COC(=O)c1sc(NC(=O)CSc2nnc(C(C)C)n2C)nc1C the results were FLuc stim CS 1, G6PDH counter -8.7, HMGR II inh -3.2, TNAP inh noacc -13.6, Diaph inh CS 24.5, PMI act satM6P 0.8, Diaph act CS 0.8, TNAP act hi DEA 1, PMI activator 0.8 and TNAP inh hiacc -4.4.
`CCOC(=O)N1CCC(NC(=O)CNS(=O)(=O)c2ccc(Br)s2)CC1` gave FLuc stim CS 1, G6PDH counter 1.2, HMGR II inh -3.4, TNAP inh noacc -4.7, Diaph inh CS 6.6, PMI act satM6P 1, Diaph act CS 0.9, TNAP act hi DEA 1, PMI activator 1 and TNAP inh hiacc -0.4.
Screening COCCn1nnnc1C(c1ccc2ncccc2c1)N1CCN(c2ccccc2F)CC1 (stereo not drawn) returned FLuc stim CS 1, G6PDH counter 1.1, HMGR II inh -0.5, TNAP inh noacc -9.6, Diaph inh CS 4.2, PMI act satM6P 1.3, Diaph act CS 1, TNAP act hi DEA 1, PMI activator 1.2 and TNAP inh hiacc 1.7.
`COc1cc(CNn2c(C)n[nH]c2=S)cc(Cl)c1OCc1ccc(F)cc1` gave FLuc stim CS 1.1, G6PDH counter 4.8, HMGR II inh 2.4, TNAP inh noacc 31.9, Diaph inh CS 14.2, PMI act satM6P 1, Diaph act CS 0.9, TNAP act hi DEA 1, PMI activator 1 and TNAP inh hiacc 3.7.
Screening CCCCc1[nH]nc2c1C1(C(=O)N(CC)c3ccccc31)C(C#N)=C(N)O2 (stereo not drawn) returned FLuc stim CS 1.1, G6PDH counter 0.9, HMGR II inh -1.6, TNAP inh noacc -1.8, Diaph inh CS 13.3, PMI act satM6P 0.9, Diaph act CS 0.9, TNAP act hi DEA 1, PMI activator 0.9 and TNAP inh hiacc 0.2.
Screening O=C(Nc1ncc(Cc2ccccc2Cl)s1)C1CCCO1 (stereo not drawn) returned FLuc stim CS 0.9, G6PDH counter 5.9, HMGR II inh -5.8, TNAP inh noacc 2.4, Diaph inh CS 16.6, PMI act satM6P 0.8, Diaph act CS 0.8, TNAP act hi DEA 1, PMI activator 0.9 and TNAP inh hiacc 1.8.
Screening COc1ccc(N(CC(=O)Nc2ccc(OC)c(Cl)c2)S(=O)(=O)c2c(C)noc2C)cc1 returned FLuc stim CS 1.1, G6PDH counter -3.5, HMGR II inh -3.0, TNAP inh noacc -15.7, Diaph inh CS 26.2, PMI act satM6P 0.9, Diaph act CS 0.7, TNAP act hi DEA 1.1, PMI activator 0.9 and TNAP inh hiacc -8.4.
For Cn1c2ccccc2c(=O)c2c(=O)n(C3CCCCC3)c(-c3cccs3)nc21 the results were FLuc stim CS 1, G6PDH counter -0.6, HMGR II inh -5.8, TNAP inh noacc -0.7, Diaph inh CS 14.2, PMI act satM6P 1, Diaph act CS 0.9, TNAP act hi DEA 1, PMI activator 0.9 and TNAP inh hiacc 0.2.
Screening O=C1N/C(=N\N=C\c2cccs2)SC1Cc1cccc(Cl)c1Cl (stereo not drawn) returned FLuc stim CS 1, G6PDH counter 2.1, HMGR II inh -7.7, TNAP inh noacc -7.5, Diaph inh CS -4.9, PMI act satM6P 1, Diaph act CS 1, TNAP act hi DEA 1, PMI activator 1 and TNAP inh hiacc 2.8.
`Cc1ccc(N2CCN(C3=NC(=O)/C(=C\c4cccs4)S3)CC2)cc1` gave FLuc stim CS 1, G6PDH counter -49.4, HMGR II inh -1.9, TNAP inh noacc -6.8, Diaph inh CS 9.1, PMI act satM6P 1, Diaph act CS 0.9, TNAP act hi DEA 1, PMI activator 0.9 and TNAP inh hiacc -0.7.
`O=C(CSC(=S)N1CCOCC1)N1N=CCC1c1ccccc1` (stereo not drawn) gave FLuc stim CS 1, G6PDH counter 1.9, HMGR II inh 0.1, TNAP inh noacc -14.8, Diaph inh CS 11.5, PMI act satM6P 1, Diaph act CS 0.9, TNAP act hi DEA 1.1, PMI activator 1 and TNAP inh hiacc -7.8.
`CC1(C)Cc2nc(N)c(=O)sc2C1` gave FLuc stim CS 1.1, G6PDH counter 2.2, HMGR II inh -5.5, TNAP inh noacc -14.0, Diaph inh CS 7.2, PMI act satM6P 1, Diaph act CS 0.9, TNAP act hi DEA 1.1, PMI activator 1.1 and TNAP inh hiacc -6.6.
Screening CCN1CCN(CC(=O)Nc2cc(F)ccc2C)CC1 returned FLuc stim CS 1.1, G6PDH counter 8.5, HMGR II inh 1.8, TNAP inh noacc 1.3, Diaph inh CS 10.6, PMI act satM6P 1, Diaph act CS 0.9, TNAP act hi DEA 1, PMI activator 1 and TNAP inh hiacc -2.6.
